WT yeast gro inh = growth inhibition of WT yeast, mitochondrial fusion screen; 190,000 compounds, 2.1% hits; inhibition, % at 10 µM; mitochondrial fusion phenotypic screen, WT strain; in the data active = inhibition above about 58%; tested in S. cerevisiae
XIAP displacement = XIAP antagonists, biochemical, IAP family, fluorescence polarization (AID 1018); 200,000 compounds, 0.007% hits; XIAP BIR domain, fluorescence polarization peptide displacement; higher % means a stronger effect; one-dose displacement, % at 20 µM; IC50 in µM for titrated hits; in the data active = displacement above about 50%; also: a part of the inactive calls stands beside numbers as strong as those of hits
K1F lysis inhibition = inhibition of K1F phage lysis, E. coli UTI89, bacterial capsule biogenesis inhibitors, alamar blue (AID 488966); one-dose inhibition, % at 100 µM; IC50 in µM for titrated hits; 340,000 compounds, 0.02% hits; E. coli UTI89 K1F phage lysis, alamar blue, 2 h; higher % means a stronger effect;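 active = phage lysis inhibition, versus mean bacterial control, above a set limit; inconclusive = no clear call, values can overlap the other calls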;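 also: capsule biogenesis inhibitors block K1F phage lysis so surviving cells raise fluorescence; higher fluorescence means more inhibition of phage lysis; actives were called in the ten point dose series up to 300 µM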
Dengue-2 NS5 capping = Dengue-2 NS5 methyltransferase inhibitors, primary screen, biochemical, confirmation dose response (AID 588689). Dengue-2 NS5 methyltransferase capping enzyme assay, biochemical; higher % means a stronger effect. one-dose inhibition, % at 25 µM; IC50 in µM for titrated hits. 340,000 compounds, 0.3% hits; in the data active = a potency from the dose series; inconclusive = inhibition above about 29% without an active follow-up result
RSV CPE inhibition = RSV antiviral activity via CPE protection, HEp-2 cells, primary 10 µM value included (AID 2391); HEp-2 cells, RSV-induced CPE inhibition; higher % means a stronger effect; 310,000 compounds, 0.13% hits; one-dose CPE inhibition, % at 10 µM; IC50 in µM for titrated hits; in the data active = a potency from the dose series; inconclusive = CPE inhibition mostly from about 23% at the one dose, without a potency; inactive = the rest, 99 in 100 with CPE inhibition below about 21%; also: strong numbers were not always called active
SV40 large T antigen = TAg ATPase/helicase activity blockers – biochemical (AID 1903). SV40 large T antigen ATPase/helicase inhibition assay; higher % means a stronger effect. one-dose inhibition, % at 20 µM; IC50 in µM for titrated hits. 310,000 compounds, 0.39% hits; in the data active = a potency from the dose series; inconclusive = inhibition mostly from about 32% at the one dose, without a potency; inactive = the rest, 99 in 100 with inhibition below about 32%; also: strong numbers were not always called active
West Nile virus CPE = inhibition of WNV-induced cytopathic effect – cell-based, CPE readout (AID 1621); West Nile virus-infected cells, CPE inhibition; higher % means a stronger effect; CPE inhibition, % at 10 µM, or IC50 in µM where a hit was titrated; 290,000 compounds, 0.02% hits; in the data active = a potency from the dose series; inconclusive = CPE inhibition mostly from about 3.7% at the one dose, without a potency; inactive = the rest, 99 in 100 with CPE inhibition below about 2.2%; also: strong numbers were not always called active
ER stress rescue = rescue of cells from ER stress-induced death, primary screen, 384-well, CSM14.1, thapsigargin, ATP luminescence (AID 1222) | CSM14.1 thapsigargin-induced death rescue, ATP luminescence; higher % means a stronger effect | cellular ATP content (survival), % at 20 µM; hits with a dose series show EC50 in µM | 190,000 tested, under 10 active;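 active = EC50 below 50 µM in the dose-response confirmation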;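 also: death triggered by thapsigargin at about 15 µM added after 2 h compound pretreatment; cell ATP read after overnight thapsigargin exposure of roughly 18 to 22 hours; normalized against plate controls of thapsigargin alone and 5% DMSO vehicle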
Yfh1-depleted yeast = mitochondrial function rescue without frataxin homolog – Friedreich's ataxia, plus single-dose screen, dose response (AID 1465); S. cerevisiae Yfh1-off respiration, WST-1 reduction, 72 h; higher fold induction means a stronger effect; fold induction at 50 µM; hits with a dose series show EC50 in µM; 220,000 compounds, 0.074% hits;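 active = fold induction of absorbance versus untreated yeast above a set limit, then at least 30% activation at any dose in follow-up; inconclusive = repeats straddling the limit, or above it without dose testing; inactive = fold induction below the set limit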;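 also: activators that raise dye reduction in frataxin-depleted yeast; strong numbers were not always called active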
WT yeast gro inh mutant strain = also measured in WT yeast gro inh; calls as there; inhibition, %; mitochondrial fusion phenotypic screen, mutant strain inhibition
Dengue-2 NS5 capping pilot replicate = also measured in Dengue-2 NS5 capping; calls as there; inhibition, %; measured here: pilot screen replicate inhibition
* hit, by the source's call; i = inactive; ? = inconclusive; · = no result given; [ ] = remark or other dose. Rows are unselected. About 2.2% of those tested had a hit in this group.

SMILES	WT yeast gro inh	WT yeast gro inh mutant strain	XIAP displacement	K1F lysis inhibition	Dengue-2 NS5 capping	RSV CPE inhibition	SV40 large T antigen	West Nile virus CPE	ER stress rescue	Yfh1-depleted yeast	others
OC(CN(c1ccccc1)c1ccccc1)Cn1cnc2ccccc21 (stereo not drawn)	38	4	-5.9%	0.2%	3%	1.2%	2%	-0.5%	0.8%	i
Oc1ccccc1Nc1ccccn1	·	·	·	0.2%	3%	-0.6%	25%	0.1%	·	i
Cc1ccc(S(=O)(=O)N(C)C)cc1NC(=O)[C@H](Cc1ccccc1)N1C(=O)c2ccccc2C1=O	11	-12	-2.7%	1.5%	-1%	1.4%	3%	1.0%	-1.9%	i
CCc1ccc(NC(=O)CSc2nnc(Cc3cccn3C)n2-c2ccc(OC)cc2)cc1	-8	-7	-9.0%	-4.2%	-1%	1.5%	2%	-0.7%	·	i
Cc1ccc(Nc2nc3c([nH]2)c(=O)[nH]c(=O)n3C)cc1	-25	-2	-9.7%	4.0%	-2%	0.7%	6%	·	-0.6%	·
O=C(c1ccco1)N1CCCC(c2nc3c(nnn3Cc3ccccc3)c(=O)[nH]2)C1 (stereo not drawn)	·	·	·	0.4%	-2%	2.2%	11%	-0.7%	·	·
O=C(CCc1ccccc1)Nc1nc2n(n1)C(c1ccccc1)CC(=O)N2 (stereo not drawn)	-14	-11	-5.6%	1.2%	-3%	2.0%	6%	-0.2%	1.2%	i
COc1ccc(-c2noc(COc3ccccc3OC)n2)cc1OC	-6	-14	1.9%	0.0%	-3%	4.7%	1%	-0.5%	·	i
Cc1sc(NC(=O)Cn2nc(C(F)(F)F)cc2C)c(C(=O)OC(C)C)c1C	-40	-12	-4.4%	0.4%	1%	2.9%	0%	-0.3%	2.8%	i
CCOCc1nnc(NC(=O)c2cc(OC)cc(OC)c2)s1	-4	-1	-3.2%	-0.1%	-11%	1.4%	11%	0.1%	-0.6%	i
COc1cc(/C=N/Nc2ccccn2)ccc1O	·	·	·	0.5%	6%	?	5.4µM*	0.5%	·	i
CNCC(O)Cn1c(C(F)(F)F)nc2ccccc21 (stereo not drawn)	-15	-2	2.1%	-0.3%	0%	0.7%	4%	0.0%	-0.2%	i
Cc1cc(C)nc(NS(=O)(=O)c2ccc(NC(=O)c3ccc(S(=O)(=O)N4CCOCC4)cc3)cc2)n1	-10	14	-3.0%	3.0%	4%	1.5%	1%	0.1%	1.5%	i
O=C(CSCc1ccc(Cl)cc1)N/N=C/c1ccccc1	5	19	-17%	-0.4%	6%	3.7%	16%	-0.8%	-0.5%	i
COc1ccc(C(=O)NCCc2nnc3ccc(SCC(=O)NCc4ccc(F)cc4)nn23)cc1	·	·	·	0.9%[50 µM]	-8%	2.3%	3%	0.0%	·	·
Cc1nc2ccccc2c(=O)n1NC(=O)c1ccc([N+](=O)[O-])cc1Cl	18	-20	-3.8%	-0.3%	1%	-0.2%	2%	0.1%	0.9%	i
O=C(CSc1nnc(Cn2c(=O)sc3ccccc32)n1-c1ccccc1)NCc1ccco1	9	3	-2.5%	3.3%	-1%	0.5%	4%	-0.8%	0.7%	i
O=C(CSc1nnc(CNC(=O)c2c(F)cccc2Cl)o1)Nc1ccc2c(c1)OCCO2	1	11	-5.0%	1.4%	12%	1.1%	5%	-0.2%	11%	i
O=C(CSc1ncn[nH]1)c1ccccc1	-7	-7	-18%	-0.2%	-15%	-0.7%	18%	-0.3%	2.6%	i
COc1ccc(N(CC(=O)NC2CCCCC2)C(=O)CNC(=O)c2ccco2)cc1OC	-2	-10	-9.5%	0.1%	1%	0.8%	6%	0.2%	3.7%	i
CNS(=O)(=O)c1cc(Br)ccc1S(=O)c1ccccc1C(=O)O (stereo not drawn)	·	·	·	0.2%	10%	·	2%	-0.1%	·	i
COc1cccc(-c2nnc3n2N=C(C(C)(C)C)CS3)c1	4	-6	-2.9%	-0.2%	3%	0.8%	19%	0.8%	4.5%	i	Dengue-2 NS5 capping pilot replicate=2.0
COc1ccccc1OCCCCN1CCN(C(c2ccccc2)c2ccccc2)CC1	47	25	0.1%	2.7%[50 µM]	1%	5.3%	5%	-1.9%	0.5%	i
O=C(c1cccc(Cl)c1)N1CCN(C(=O)c2ccco2)CC1	3	4	-2.3%	12%	-3%	1.4%	-4%	1.2%	-1.9%	i
O=C(Nc1c(F)cc(F)cc1Br)c1cc(-c2ccc(O)cc2)on1	22	18	-2.7%	1.2%	0%	15%	15%	-0.1%	-3.1%	i

Structures above that contain a furan ring, fused or not:
SMILES	WT yeast gro inh	WT yeast gro inh mutant strain	XIAP displacement	K1F lysis inhibition	Dengue-2 NS5 capping	RSV CPE inhibition	SV40 large T antigen	West Nile virus CPE	ER stress rescue	Yfh1-depleted yeast	others
O=C(c1ccco1)N1CCCC(c2nc3c(nnn3Cc3ccccc3)c(=O)[nH]2)C1 (stereo not drawn)	·	·	·	0.4%	-2%	2.2%	11%	-0.7%	·	·
O=C(CSc1nnc(Cn2c(=O)sc3ccccc32)n1-c1ccccc1)NCc1ccco1	9	3	-2.5%	3.3%	-1%	0.5%	4%	-0.8%	0.7%	i
COc1ccc(N(CC(=O)NC2CCCCC2)C(=O)CNC(=O)c2ccco2)cc1OC	-2	-10	-9.5%	0.1%	1%	0.8%	6%	0.2%	3.7%	i
O=C(c1cccc(Cl)c1)N1CCN(C(=O)c2ccco2)CC1	3	4	-2.3%	12%	-3%	1.4%	-4%	1.2%	-1.9%	i

Next entries.
SMILES	WT yeast gro inh	WT yeast gro inh mutant strain	XIAP displacement	K1F lysis inhibition	Dengue-2 NS5 capping	RSV CPE inhibition	SV40 large T antigen	West Nile virus CPE	ER stress rescue	Yfh1-depleted yeast	others
CN1C(=O)c2ccc(NC(=S)NC(=O)C(C)(C)C)cc2C1=O	-3	8	-17%	6.0%	2%	1.0%	2%	-0.2%	-1.9%	i
C/C(=N\NC(=O)c1nnn(-c2nonc2N)c1-c1ccc2c(c1)OCO2)c1ccc(F)cc1	·	·	·	0.2%	-12%	10%	6%	-0.3%	·	·
Cc1ccccc1NC(=O)NCCCN1CCN(C)CC1	·	·	·	-0.8%[50 µM]	1%	0.9%	1%	1.6%	·	·
CCc1cc2c(=O)c(-c3cnn(-c4ccccc4)c3)coc2c(CN2CCOCC2)c1O	-4	-8	-2.7%	-0.2%	-3%	3.7%	-2%	-1.0%	-1.1%	i
CCO[C@@H]1OC(C(=O)NCc2nc3ccccc3[nH]2)=C[C@H](C2CCCCC2)[C@H]1CCCO	11	0	-2.4%	0.8%	-4%	-2.7%	-1%	-0.3%	5.5%	i
CCCOC1CCCN(C(=O)c2ccc(OC3CCN(Cc4ccccn4)CC3)cc2)C1 (stereo not drawn)	·	·	·	0.7%[50 µM]	1%	-0.6%	-5%	-1.0%	·	·
Cc1ccc(C(=O)CSc2nc3ccccc3c(=O)[nH]2)cc1C	-7	-27	-9.4%	0.2%	·	-0.7%	-3%	-0.3%	0.2%	i
Cc1ccc(Cl)c(OC(=O)c2ccc(N3CCOCC3)c([N+](=O)[O-])c2)c1	33	-17	-3.0%	4.5%[50 µM]	-4%	1.9%	13%	0.1%	-2.9%	i
CCN(CC(=O)NCc1ccc(Cl)cc1)Cc1cc(=O)n2ccsc2n1	-6	1	-2.6%	0.1%	-2%	-0.4%	25%	-0.6%	-0.2%	i
O=c1[nH]cnc2c1c(-c1ccccc1)cn2-c1cccc(Cl)c1	·	·	·	-0.2%	-7%	8.7%	8%	0.2%	·	·
COC(=O)C1=C(CCc2ccccc2)NC(=O)NC1c1ccc(Br)cc1 (stereo not drawn)	·	·	·	-0.6%	-5%	2.4%	15%	-1.2%	·	·
CCc1nn(CC(=O)NC(C)CCc2ccccc2)c(=O)c2cc3occc3n12 (stereo not drawn)	·	·	·	-0.3%	-6%	·	6%	-0.3%	·	·
CCOC(=O)c1cnn2cc(-c3[nH]ncc3[N+](=O)[O-])cnc12	-1	8	-3.8%	2.1%	-4%	2.8%	12%	-0.5%	0.8%	i
COC(=O)c1ccc(Nc2cc(C)nc3nc(C)nn23)cc1	-3	-6	-5.9%	2.8%	1%	1.8%	1%	·	-1.6%	·
CN(C(=O)CSc1nc(-c2ccccc2)c(-c2ccccc2)o1)C1CCS(=O)(=O)C1 (stereo not drawn)	-28	-10	-1.5%	-0.6%	-5%	0.5%	12%	-1.7%	-0.1%	i
O=C(c1ccc(N2CCOCC2)nc1)N1CCCCC1	-11	-7	-2.3%	5.1%	-5%	0.4%	2%	0.0%	2.4%	i
CCOC(=O)CN1C(=O)c2ccccc2Sc2ncccc21	·	·	·	0.2%	-6%	1.0%	7%	-0.1%	·	·
O=C(CSc1nnc(NC(=O)c2c(F)cccc2F)s1)NC1CCCC1	·	·	·	0.3%	-2%	9.7%	1%	0.3%	·	·
Cn1cccc1/C=C(/C#N)C(N)=S	22	0	-9.2%	0.4%[50 µM]	-6%	1.0%	-3%	-0.4%	-0.5%	i
CN(C)C(=O)c1ccc(NC(=O)COc2cccc(Oc3ccccc3)c2)cc1	·	·	·	0.8%[50 µM]	-3%	0.8%	28%	-0.3%	·	·
CC(OC(=O)c1ccc(NC(=O)CC#N)cc1)C(=O)Nc1ccc2c(c1)OCCO2 (stereo not drawn)	·	·	·	0.4%[50 µM]	-10%	1.9%	4%	·	·	·
O=C(c1ccc(Br)o1)N(Cc1ccccc1)c1ccccn1	0	-1	-2.3%	0.1%	-3%	3.9%	7%	-0.2%	0.5%	i	Dengue-2 NS5 capping pilot replicate=-3.8
CC(NC(=O)c1cccc(N(C)C)c1)c1ccc(-n2ccnc2)cc1 (stereo not drawn)	·	·	·	-0.6%[50 µM]	-7%	1.6%	10%	-0.5%	·	·
COc1cccc2c1C(=O)c1ccc3ccccc3c1C2=O	19	22	-4.8%	0.3%	12%	13%	10%	0.2%	-4.6%	i
Cc1cc(C)n(-c2nnc(C)n2/N=C/c2ccccc2OCc2ccccc2Cl)n1	11	-3	-5.9%	-0.6%	-8%	4.0%	1%	0.6%	-1.3%	i
CSc1ccccc1NC(=S)Nc1ccc(S(N)(=O)=O)cc1	11	11	-5.0%	-0.5%	-7%	2.1%	3%	0.4%	-0.9%	i
COc1ccc(-n2nc(C(=O)NCC(=O)Nc3ccccn3)c3ccccc3c2=O)cc1	2	3	-1.0%	0.8%	1%	0.3%	-2%	0.5%	-0.2%	i
CC(=O)c1cccc(NC(=O)CN2C(=O)NC3(CCCCCCC3)C2=O)c1	-5	-2	-3.3%	0.4%	-9%	0.8%	-2%	-0.4%	-0.8%	i
CCOC(=O)C1(CCCc2ccccc2)CCN(C(=O)CN2CCOC2=O)CC1	-14	-9	-3.4%	0.1%	-5%	2.0%	1%	-0.9%	-0.4%	i
Cc1ccc(N2C(=O)CC(Sc3cccs3)C2=O)cc1 (stereo not drawn)	·	·	·	-1.3%	-10%	0.6%	27%	0.2%	·	i

Source: PubChem BioAssay (several laboratories)
